VEEV TC-83 Vero: inhibitors of VEEV TC-83 cytopathic effect, confirmation, Vero cells (AID 588727); Vero cells, VEEV TC-83 cytopathic effect inhibition; higher % means a stronger effect; inhibition, % at 20 µM; hits with a dose series show IC50 in µM; hit rate 0.13% among 350,000; in the data active means a potency from the dose series; inconclusive means inhibition mostly from about 14% at the one dose, without a potency; inactive means the rest, 99 in 100 with inhibition below about 12%; further: strong numbers were not always called active
M. tuberculosis HTS: M. tuberculosis growth inhibition, HTS (AID 449762); inhibition, % at 25 µM; hits with a dose series show IC50 in µM; hit rate 0.59% among 330,000; M. tuberculosis H37Rv growth inhibition, 7H9 media; higher % means a stronger effect; in the data active means a potency from the dose series; inconclusive means inhibition above about 70% without an active follow-up result;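 further: bacterial growth assessed after seven days of incubation; strong numbers were not always called active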
H1N1 NS1A inhibition: NS1A inhibition, H1N1 influenza, cell based functional assay (AID 504329); NS1A functional cell-based assay, percent inhibition; higher % means a stronger effect; inhibition, % at 12.5 µM; hits with a dose series show IC50 in µM; hit rate 0.3% among 340,000; in the data active means a potency from the dose series; inconclusive means inhibition above about 27% without an active follow-up result; further: strong numbers were not always called active
M. tuberculosis: growth inhibition of non-replicating M. tuberculosis (AID 488890); Mycobacterium tuberculosis non-replicating, growth inhibition; higher % means a stronger effect; inhibition, % at 25 µM, or IC50 in µM where a hit was titrated; hit rate 0.39% among 320,000; in the data active means a potency from the dose series; inconclusive means inhibition mostly from about 82% at the one dose, without a potency; inactive means the rest, 99 in 100 with inhibition below about 76%;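 further: plate controls were DMSO cells for no effect and high antibiotic wells for full effect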
Salmonella PhoP GFP: PhoP regulon inhibitors, Salmonella typhi PhoP promoter GFP reporter, confirmatory (AID 1850); Salmonella Typhi PhoP-promoter GFP reporter, fluorescence, 4 h; higher % means a stronger effect; inhibition, % at 50 µM; hits with a dose series show IC50 in µM; hit rate 0.33% among 310,000; in the data active means a potency from the dose series; inconclusive means inhibition mostly from about 25% at the one dose, without a potency; inactive means the rest, 99 in 100 with inhibition below about 19%;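 further: 0% = induced wells with vehicle and 100% = uninduced wells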
VEEV TC-83 Vero 10K pilot screen: second read-out of VEEV TC-83 Vero, no call of its own (marks repeat the call); inhibition, %; measured here: 10K pilot screen inhibition
* marks the source's active call; other numbers are inactive results; i = inactive; ? = inconclusive; . = not tested or not shown.

SMILES | VEEV TC-83 Vero | M. tuberculosis HTS | H1N1 NS1A inhibition | M. tuberculosis | Salmonella PhoP GFP | others
COc1ccc(Cl)cc1S(=O)(=O)N1CCC(C(=O)NCCc2ccccc2)CC1 | 0.6% | 2% | -5% | -6% | 3%
O=C(O)c1ccccc1C(=O)NNc1ccc(Cl)cc1Cl | 0.1% | >100µM* | 3% | 11% | -3%
CCOC(=O)c1c(NC(=S)NCc2ccccc2)sc2c1CCN(C(=O)OCC)C2 | i | -1% | 12% | 8% | 6%
COc1ccc(C(=O)OCC(=O)N2CCN(S(=O)(=O)c3ccc(C)cc3)CC2)cc1[N+](=O)[O-] | 1.1% | . | 1% | . | .
CCOC(=O)Cn1c(CN2CCc3ccccc3C2)nc2c1c(=O)n(C)c(=O)n2C | i | -2% | -3% | -25% | -10%
CCOc1cc(CNCc2ccncc2)cc(Br)c1OCc1ccc(F)cc1 | i | 1% | -2% | 78% | -7%
CCOc1ccccc1NC(=O)NC1CC2CCCC(C1)N2Cc1nnnn1CCc1ccccc1 (stereo not given) | 9.8% | -2% | -2% | 29% | -2%
Cc1nn(-c2ccccc2)c(C)c1C(=O)NCc1ccc(F)cc1 | 1.5% | 2% | -6% | -4% | -20%
O=C(O)CCC(=O)Nc1sc2c(c1C(=O)Nc1cccc3ccccc13)CCCCC2 | 0.4% | 1% | 12% | 52% | -29%
CCN(CC)C(=O)c1cccc(NC(=O)C2CCN(C(=O)c3cccs3)CC2)c1 | 0.5% | 2% | 8% | -16% | .
CCOc1ccc(CCNC(=O)COC(=O)c2cccnc2Cl)cc1OCC | 3.3% | -10% | 3% | -5% | 5%
COc1ccc(C(C(=O)NCC2CCCO2)N(C(=O)CNC(=O)c2ccco2)c2cc(C)ccc2C)cc1OC (stereo not given) | i | -3% | 3% | 3% | -10%
O=C1C=C(c2cccnc2)CCC1 | 0.2% | 6% | 3% | -2% | -7%
CCOc1cc(S(=O)(=O)N2CCC(C(N)=O)CC2)ccc1F | i | -11% | -7% | 0% | 11%
O=C(c1cc(-c2ccncc2)nc2ccc(Cl)cc12)N1CCN(C(=O)C2CCCO2)CC1 (stereo not given) | 6.8% | 1% | -4% | -1% | 19%
c1ccc(-c2ccc(-c3nc(-c4cccnc4)no3)cc2)cc1 | 2.1% | 14% | -2% | 29% | -2%
CC(C)(C)NC(=O)C(c1ccncc1)N(Cc1cccs1)C(=O)Cn1nnc(-c2ccc(F)cc2)n1 (stereo not given) | i | 11% | 11% | 26% | 7%
COc1ccc(NC(=O)CN(C)C(=O)CCSc2ccc(F)cc2)cc1 | 1.9% | . | -2% | . | .
O=C(NN1CCOCC1)NC12CC3CC(CC(C3)C1)C2 | 2.5% | 2% | 10% | 15% | 9%
COc1ccnc(NCc2cccc(C(F)(F)F)c2)c1C#N | 0.1% | -6% | -4% | -41% | -4%
O=C(NNc1nccc(C(F)(F)F)n1)Nc1cccc(Cl)c1 | 0.7% | -2% | -4% | -10% | -5%
Nc1nc2c(C(=O)N3CCOCC3)nnn2c2ccccc12 | i | 0% | -15% | -10% | -6%
COc1cc(OC)cc(C(=O)NCCCN2CCOCC2)c1 | 1.7% | 3% | 17% | -8% | 4% | VEEV TC-83 Vero 10K pilot screen=0.3
CCOC(=O)C1(CCc2ccccc2)CCN(C(=O)c2ccoc2)CC1 | i | 3% | -2% | 3% | 6%
CCc1ccccc1NC(=O)CSc1nnc(-c2cc(C)[nH]n2)n1N | 1.6% | -10% | -7% | 9% | -3%
Cc1cccc(Nc2nnc(SCC(=O)NCc3cccs3)s2)c1C | 2.6% | 47% | -9% | ? | -3%
COc1ccc(F)c(CN2CCC(n3nccc3NC(=O)C3CCOC3)CC2)c1 (stereo not given) | i | -4% | 0% | 1% | -8%
O=C(O)Cc1cc(=O)[nH]n(-c2ccccc2)c1=O | i | . | -2% | . | .
CCCN1C(=O)c2cc(C(=O)NCCc3cccc(C)c3)ccc2C1O (stereo not given) | 1.3% | 0% | -5% | 1% | 6%
Cc1cc(NC(=O)c2ccoc2C)no1 | 5.8% | 3% | 2% | 1% | -1%
Cc1ccc(C(=O)CC2C(=O)N(c3ccccc3)C(=S)N2c2ccccc2)cc1 (stereo not given) | 9.9% | 25% | 6% | 19% | -8%
O=C(CCn1c(=O)c2sccc2n(CC(=O)OCc2ccccc2)c1=O)NCc1ccccc1 | 2.1% | -7% | -1% | -14% | 12%
O=C(CN1C(=O)CC(c2ccco2)Sc2ccccc21)NCc1ccc2c(c1)OCO2 (stereo not given) | 1.1% | 3% | 7% | 12% | 8%
CSCCC1NC2(C(=O)Nc3c(C)cc(Cl)cc32)[C@@H]2C(=O)N(C3CCCC3)C(=O)[C@H]12 (stereo not given in full) | 8.3% | ? | 2% | 41% | 4%
C=CCn1c(COc2cccc3ccc(C)nc23)nnc1SCC(=O)O | 2.2% | -2% | 9% | 18% | -7%
CC[C@@H]1C=CC=CC[C@H](C)[C@@H](O)[C@@H](C)C(=O)[C@H](C)[C@@H](O)[C@H](C)C(=O)[C@H](C)[C@@H](O)[C@H](C)C=CC(=O)O[C@H]2[C@@H](C)[C@@H](CC1)O[C@@]1(CC[C@@H](C)[C@@H](C[C@H](C)O)O1)[C@@H]2C | . | ? | . | 74% | 1%

Structures shown so far with an aryl methoxy group (7):
SMILES | VEEV TC-83 Vero | M. tuberculosis HTS | H1N1 NS1A inhibition | M. tuberculosis | Salmonella PhoP GFP | others
COc1ccc(Cl)cc1S(=O)(=O)N1CCC(C(=O)NCCc2ccccc2)CC1 | 0.6% | 2% | -5% | -6% | 3%
COc1ccc(C(=O)OCC(=O)N2CCN(S(=O)(=O)c3ccc(C)cc3)CC2)cc1[N+](=O)[O-] | 1.1% | . | 1% | . | .
COc1ccc(C(C(=O)NCC2CCCO2)N(C(=O)CNC(=O)c2ccco2)c2cc(C)ccc2C)cc1OC (stereo not given) | i | -3% | 3% | 3% | -10%
COc1ccc(NC(=O)CN(C)C(=O)CCSc2ccc(F)cc2)cc1 | 1.9% | . | -2% | . | .
COc1ccnc(NCc2cccc(C(F)(F)F)c2)c1C#N | 0.1% | -6% | -4% | -41% | -4%
COc1cc(OC)cc(C(=O)NCCCN2CCOCC2)c1 | 1.7% | 3% | 17% | -8% | 4% | VEEV TC-83 Vero 10K pilot screen=0.3
COc1ccc(F)c(CN2CCC(n3nccc3NC(=O)C3CCOC3)CC2)c1 (stereo not given) | i | -4% | 0% | 1% | -8%

Other compounds follow:
SMILES | VEEV TC-83 Vero | M. tuberculosis HTS | H1N1 NS1A inhibition | M. tuberculosis | Salmonella PhoP GFP | others
Nc1cc(-c2ccc(Br)cc2)[nH]n1 | 1.8% | -4% | -6% | 1% | -1%
O=C(OCC(=O)N1CCCC1)c1c(Cl)ccc(Cl)c1Cl | 1.7% | -3% | -9% | 75% | 4%
CCCNC(=O)c1ccc(N(Cc2ccccc2)S(C)(=O)=O)cc1 | 1.4% | 1% | 5% | -1% | 9%
CCOc1ccc(CCNC(=O)c2ccc(C)c(N3CCCC3=O)c2)cc1OCC | 0.2% | 0% | -9% | -15% | 1%
CNC(=S)N(C)/N=C1/C(=O)N(Cc2c(Cl)cccc2Cl)c2ccccc21 | 9.4% | 12% | 7% | 77% | .
Cc1cccc(NC(=S)N(c2ccccc2)C(C)C)c1C | 0.7% | -3% | -4% | 1% | 3%
Cc1cccc(CSc2nncc(=O)[nH]2)c1 | 1.1% | -7% | -2% | 8% | 10%
COc1ccc(S(=O)(=O)NCC2CCCN(Cc3ccccc3C)C2)cc1 (stereo not given) | 0.4% | 4% | -8% | -6% | 0%
Cc1cc(C)c(NC(=O)Cn2nnc(C(=O)Nc3ccc(F)cc3F)c2N)c(C)c1 | i | 6% | -6% | -7% | 0%
O=C(Oc1cccc2ccccc12)c1ccncc1 | 5.8% | 2% | 4% | 55% | -1%
c1ccc2c(SCc3cn4cccnc4n3)ncnc2c1 | 4.6% | -2% | -5% | -14% | 2%
CCOC(=O)/C=C1\SCC(=O)N1CC(=O)NCCOC | 0.3% | -1% | 3% | -15% | -2%
CC(C)c1ccc(S(=O)(=O)N2CCN(C(=O)C3=COCCO3)CC2)cc1 | 1.8% | -1% | -11% | 23% | .
COCCNC(=O)C1CCCN(S(=O)(=O)c2cccc3nsnc23)C1 (stereo not given) | 1.2% | 2% | 5% | 4% | -8%
Cc1cc(C)n(-c2ccc(NC(=O)C3CCCCN3C(=O)c3ccoc3C)cc2)n1 (stereo not given) | 2.5% | 0% | 0% | 10% | -1%
CC(=O)c1cccc(OCc2cc(C(=O)N(C)Cc3ccc(C)o3)no2)c1 | 6.4% | 4% | 26% | 43% | -5%
Nc1cc(=O)nc(SCC(=O)N2CCN(c3ccccc3)CC2)n1-c1ccc(F)cc1 | 2.3% | -4% | -2% | -7% | -10%
Cn1ccnc1C(=O)c1cc(SCC(=O)N2CCOCC2)nc2ccccc12 | 1.8% | 0% | 2% | -4% | -6%
O=C(CCC(=O)Nc1ccc(Cl)cc1Cl)N/N=C/c1ccc([N+](=O)[O-])o1 | . | ? | . | 2.2µM* | 23µM*
CCN(CCn1cccn1)C(=O)c1ccc(OC2CCN(C(=O)COC)CC2)cc1 | 2.9% | -5% | 1% | -21% | -5%
O=C(NC(=S)NN1CCCCC1c1cccnc1)c1ccc(Br)cc1 (stereo not given) | 4.6% | -6% | -19% | 0% | -5%
COc1ccc(OC)c(/C=N/NC(=O)c2ccc[n+](CC(=O)c3ccccc3)c2)c1 | i | -6% | 2% | 0% | .
CC(=O)c1cccc(N(CC(=O)Nc2ccc(F)cc2F)S(C)(=O)=O)c1 | 2.4% | -3% | 0% | 9% | -15%
CCCOc1ccc(N/C=C/C(=O)c2ccc(OC)c(OC)c2)cc1 | 2.0% | ? | -28% | 52% | 7%
O=C(N/N=C/c1ccco1)c1ccccc1OCc1ccccc1Cl | 3.2% | 11% | 11% | 69% | -5%
CC1CN(C(=O)CCC(=O)NC(C)c2ccccc2)c2cc(Cl)ccc2O1 (stereo not given) | 0.9% | -2% | -2% | 25% | -8%
CC(C)(C)C1CCC(=NNC(=O)c2ccccc2-n2cccc2)CC1 (stereo not given) | i | 0% | -2% | -3% | 5%
COc1ccc(C(C)(C)C)cc1NC(=O)COC(=O)CSCc1c(C)noc1C | 0.8% | . | 13% | . | .
COc1ccc([N+](=O)[O-])cc1/C=N/NC(=O)CNC(=O)C(c1ccccc1)c1ccccc1 | 0.4% | 9% | -8% | 45% | -8%
COC(=O)C1=C(C(=O)OC)[C@@H]2Nc3ccccc3[C@@]23C[C@@H](C(=O)OC)N(C(C)=O)C3=N1 | 1.7% | 3% | 2% | -16% | -10%
CC1CN(c2nc3c(c(=O)n(Cc4ccc(Cl)c(Cl)c4)c(=O)n3C)n2C)CC(C)O1 (stereo not given) | 2.9% | 2% | 16% | 19% | 2%
CCOC(=O)c1sc(NC(=O)c2ccccc2C(=O)O)c(C(=O)OCC)c1C | 0.8% | -3% | 17% | 8% | -10%
CCCCn1c(-c2cccs2)nc2nc3ccccc3nc21 | 3.5% | 7% | -2% | 56% | 2%
S=c1[nH]nc(-c2ccccc2Cl)n1/N=C/C=C/c1ccco1 | 6.8% | -3% | . | -13% | -8%
NC(=O)CSc1nnc(-c2ccncc2)n1-c1ccc(Cl)cc1 | 1.5% | -9% | 4% | . | -4%
CC(NC(=O)CCNC(=O)c1ccco1)c1ccc(F)cc1 (stereo not given) | 1.3% | 9% | -3% | 19% | 14%
CN(C)S(=O)(=O)c1cc(NC(=O)CSc2nn(-c3ccc(Cl)cc3)c(=S)s2)ccc1Cl | 7.1% | 5% | 1% | 40% | 1%
COc1ccc(C2(O)C(=O)Nc3ccccc32)cc1 (stereo not given) | 0.3% | -2% | -3% | -14% | -1%
COc1cc(NS(=O)(=O)c2ccc3c(c2)n(C)c(=O)n3C)cc(OC)c1 | 3.5% | -3% | -2% | 5% | 1% | VEEV TC-83 Vero 10K pilot screen=0.6
CN1CCN(c2ccc([N+](=O)[O-])cc2C(=O)c2ccc(Cl)cc2)CC1 | 5.6% | -5% | 2% | 2% | 2%
COc1ccc(NC(=O)c2cn(CCC#N)nc2-c2ccccc2)cc1 | i | 2% | -37% | 10% | 8%
Cc1ccc2c(c1)c1c(n2CC(O)CN2CCCCCC2)CCCC1 (stereo not given) | i | -1% | 10% | 31% | -3%
O=C(CN(C(=O)CCC(=O)Nc1nccs1)c1ccccc1F)NCCc1ccccc1 | 0.7% | -2% | -6% | 5% | 0%
CC(C)c1ccc(NC(=O)Nc2cc3sccc3n2C)cc1 | 1.2% | -3% | 7% | . | -1%

Screens as filed in PubChem BioAssay.
